From PubChem
SENP7 block: SENP7 protease inhibitors, primary screen, biochemical, luminescence, uHTS | Sentrin-specific protease 7 (Homo sapiens), Q9BQF6 | recombinant SENP7, Z-RLRGG-aminoluciferin luminescence, 40 min | inhibition, % at 5 µM | 330,000 tested, 1.5% active | AID 434973, 2010;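 active = inhibition above about 50% at the single test dose, limit read from the data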;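 also: plate controls were DMSO with enzyme for no effect and no enzyme buffer wells for full effect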
Apaf-1 inh: inhibitors of human Apaf-1 apoptosome, primary screen, biochemical, DEVD-Rh110 fluorescence, uHTS | 330,000 tested, 0.71% active | inhibition, % at 20 µM | reconstituted apoptosome caspase-3 activity; active = inhibition of at least 40% at 20 µM;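 also: plate controls were DMSO wells for no effect and DEVD-CHO caspase inhibitor wells for full effect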
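Material: reconstituted apoptosome with Apaf-1, cytochrome c, caspase-9, procaspase-3, dATP / Buffer or medium: pH 7.5 Hepes buffer with CHAPS, BSA, DTT / Also added: cytochrome c with DEVD-Rh110 / Schedule: compound with Apaf-1, dATP, procaspase-3 30 min, then 50 min reaction, room temperature / Technique: rhodamine 110 fluorescence at Ex 480/Em 540 nm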
PfG6PD inh: PfG6PD enzyme inhibitors, primary screen, biochemical, fluorescence intensity, uHTS | glucose-6-phosphate dehydrogenase-6-phosphogluconolactonase (Plasmodium falciparum 3D7) | PfGluPho enzyme, NADPH resazurin-diaphorase fluorescence | inhibition, % at 20 µM | 350,000 tested, 0.78% active;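 active = inhibition reaching at least a set limit at 20 µM in the primary screen, cut at about 59% in these data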;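 also: 0% = DMSO wells with substrate and 100% = DMSO wells lacking glucose-6-phosphate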
NLRP3 yeast inh: NALP3 inflammasome inhibitors in reconstituted yeast, primary screen, luminescence, uHTS | Yeast reconstituted NLRP3/ASC/caspase-1, beta-gal luminescence, 24 h | inhibition, % at 10 µM | 330,000 tested, 0.39% active | AID 2825, 2010;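 active = inhibition of 50% or more; inactive = inhibition below 50%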;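 also: plate controls were induced DMSO wells for no effect and uninduced yeast grown without galactose for full effect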
SENP8 block-1: human SENP8 protease inhibitors, primary screen, biochemical, fluorescence, Nedd8 protein substrate, uHTS; Sentrin-specific protease 8 (Homo sapiens), Q96LD8; recombinant SENP8; inhibition, % at 20 µM; 360,000 tested, 0.64% active; AID 602440, 2012; in the data active = inhibition mostly above about 40%, no sharp cut-off; inactive = mostly below about 27%
SENP6 inh: SENP6 protease inhibitors, primary screen, biochemical, luminescence, uHTS. Sentrin-specific protease 6 (Homo sapiens), Q9GZR1. Recombinant SENP6 catalytic domain, aminoluciferin luminescence. inhibition, % at 10 µM. 330,000 tested, 1.8% active. AID 2599, 2010;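 active = inhibition above about 50% at the single tested dose, limit read from the data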;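 also: plate controls were DMSO wells with enzyme for no effect and DMSO wells lacking enzyme for full effect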
SENP1 FRET inh: human SENP1 catalytic domain inhibitors, primary screen, biochemical, FRET, uHTS; Sentrin-specific protease 1 (Homo sapiens), Q9P0U3; inhibition, % at 10 µM; 360,000 tested, 0.21% active; recombinant SENP1 catalytic domain, CyPet-SUMO1-YPet FRET cleavage;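 active = inhibition at least 30% at 10 µM, raw YFP signal under a set limit, fluorescence ratio 0.5 to 1.5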;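 also: 0% = enzyme with DMSO and 100% = no enzyme wells; some results filed as inactive read as strong as hits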
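Assay system – human recombinant His6-tagged SENP1 catalytic domain enzyme · Input – SENP1 enzyme, 20 pM final · Buffer or medium – Tris pH 8 buffer plus EDTA, NaCl, BME, BSA, NP40, catalase · Schedule – 50 min reaction at room temperature · Technique – FRET read of cyan and yellow fluorescence · Control set – no-enzyme wells low, DMSO-plus-enzyme wells high control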
SENP8 block-2: SENP8 protease inhibitors, primary screen, biochemical, luminescence; Sentrin-specific protease 8 (Homo sapiens), Q96LD8; purified SENP8, Z-RLRGG-aminoluciferin cleavage; inhibition, % at 10 µM; 330,000 tested, 1.2% active; AID 2540, 2010; in the data active = inhibition above about 50%
HKDC1 inh: HKDC1 hexokinase inhibitors, primary screen, biochemical, fluorescence, uHTS. Q2TB90. recombinant HKDC1, G6PDH/diaphorase resazurin coupled fluorescence. inhibition, % at 20 µM. 340,000 tested, 0.16% active. AID 493160, 2011;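 active = inhibition above about 35% when tested at 20 µM, limit read from the data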;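 also: plate controls were DMSO wells with enzyme for no effect and DMSO wells lacking enzyme for full effect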
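Test system: recombinant HKDC1 (HK5) hexokinase enzyme, produced in-house; Amount: enzyme 5 µg/mL final; Buffer or medium: Tris pH 8.0 buffer with MgCl2, Tween-20, BSA, BME; Reagent: glucose and ATP substrates; Doses: 20 µM test compound, 1% DMSO; Incubation: 90 min reaction incubation at room temperature, dark; Detection: resorufin fluorescence at 613 nm.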
Active calls of the source: *; · = not tested or not shown.

#	structure	SENP7 block	Apaf-1 inh	PfG6PD inh	NLRP3 yeast inh	SENP8 block-1	SENP6 inh	SENP1 FRET inh	SENP8 block-2	HKDC1 inh
1	CCc1ccc(-c2cc(C)no2)cc1S(=O)(=O)N1CCOc2ccc(C)cc21	5	9	17	2	22	-20	2	-9	5
2	CCOC(=O)N1CCN(C(=O)c2oc3ccc(S(=O)(=O)N4CCCCC4)cc3c2C)CC1	8	-3	-5	5	14	-9	2	1	10
3	CCOC(=O)CSc1nc2ccsc2c(=O)n1C1CCN(C(=O)OCC)CC1	-5	25	-9	24	-4	-13	-1	-1	-9
4	O=C(OCc1ccccc1)c1cc(S(=O)(=O)N2CCCCC2)ccc1N1CCOCC1	1	18	22	7	-4	5	-3	12	3
5	CN1C2CCC1CC(OC(c1ccccc1)c1ccccc1)C2 (stereo not given)	4	-10	-11	11	34	-16	1	-5	-5
6	COc1ccc(-c2nn(-c3ccccc3)cc2CNCc2cccnc2)c(F)c1	7	15	-4	3	-43	5	-20	-1	0
7	COc1ccccc1Nc1nccc(N(C)C)c1C#N	-1	1	19	10	5	2	1	-8	-10
8	Cc1onc(-c2ccccc2)c1C(=O)Nc1nnc(COc2ccc(Cl)cc2)s1	12	16	78*	4	9	-10	-1	-6	-21
9	COc1ccc(NC(=O)CSc2nnc(C)c3ccccc23)cc1	1	-10	-23	17	15	1	12	2	7
10	COC(=O)c1[nH]c2cccc(Cl)c2c1NC(=O)CN1CCN(CCO)CC1	101*	-5	7	2	-17	13	1	1	-4
11	Nc1c2c(nc3ccn(-c4ccccc4)c(=O)c13)CCCCC2	-5	1	-1	19	-94	12	-1	9	-3
12	CCN(CC)S(=O)(=O)c1cccc(C(=O)N[C@H](C(=O)NC2=NCCS2)C(C)C)c1	2	-3	13	7	-1	25	2	2	-6
13	Cc1cc(C)n(-c2ncc3c(n2)N(CCO)CCOC3=O)n1	-4	-8	7	4	-20	-16	0	-10	-4
14	CC(=O)NC1=NN(C(C)=O)C(C)(c2ccc(Br)cc2)S1 (stereo not given)	0	-15	2	-7	12	6	2	-1	1
15	COc1cc(/C=C(\C#N)c2ccccn2)ccc1OCc1ccc(Cl)cc1	0	11	0	16	-49	-4	-7	-2	16
16	CN(C)c1ccc(-c2nnc(SCC3CCCO3)n2C)cc1 (stereo not given)	1	-4	3	1	0	-30	0	-7	-3
17	COc1ccccc1S(=O)(=O)NCc1ccc(C(=O)NC(C)c2ccccn2)cc1 (stereo not given)	9	-5	-27	17	0	-2	-2	1	-5
18	COc1cc(CCC(=O)Nc2ncc(C)s2)cc(OC)c1OC	8	1	2	7	-1	-7	0	-2	-3
19	CCOC(=O)CNC(=S)n1ncnc1N	2	-4	15	27	12	3	1	-4	-11
20	COc1ccc(-c2nc(N/N=C(\C)c3ccc(O)cc3)c3ccccc3n2)cc1	8	-28	35	22	-206	30	-4	-3	-1
21	C=CCNC(=O)c1c(C(F)(F)F)nn(C)c1Cl	7	1	-16	-3	9	-8	-6	-5	2
22	CCCN(CCC)C(=O)c1ccc2nc(-c3ccc(OC)c(OC)c3)c(-c3ccc(OC)c(OC)c3)nc2c1	-14	19	17	28	-277	20	-23	3	-1
23	CC(=O)N1CCN=C1SCc1c(F)cccc1Cl	-1	1	-13	0	8	-1	2	-2	-6
24	Cc1ccc(-c2nnn(CC(=O)O)n2)cc1	0	5	-6	-8	12	-7	1	0	4
25	CCCCN1C(=S)NC[C@@H]1Cc1cccc2ccccc12	-16	19	3	9	8	-23	1	-2	1
26	CNC(=S)N(CCc1c(C)[nH]c2ccc(F)cc12)Cc1cccnc1	-12	4	-14	-1	11	-23	-3	-8	6
27	CSc1ccccc1NC(=O)CN(C)CC(=O)Nc1ccccc1F	-6	1	-2	1	-175	2	4	-10	-6
28	Cc1ccc(C)c(NCC(=O)NNC(=S)Nc2ccccc2)c1	2	7	10	13	9	-34	0	-9	-11
29	Cc1cc(Cl)c2ccc(Cl)cc2n1	1	-13	6	15	2	-23	1	5	-5
30	O=C(OCCCOc1ccc(F)cc1)c1ccc(O)cc1O	4	3	-14	32	-3	-9	3	-5	-2
31	O=C(NCCCN1CCN(c2ccccc2)CC1)C1CCCN(c2ncnc3c2nc2n3CCCCC2)C1 (stereo not given)	11	-1	-1	5	26	9	0	-10	-5
32	O=c1c2cc(Cl)ccc2[nH]c(=S)n1Cc1ccco1	5	1	-4	16	7	1	-2	3	13
33	Cn1c(=O)c2c(nc(CN3CCCCC3)n2CCCc2ccccc2)n(C)c1=O	-13	6	11	12	26	1	2	-9	-1
34	O=C(Nc1nnc(-c2cccs2)s1)C1CC1	2	-2	9	-22	-407	-3	3	-10	-7
35	c1ccc(Cn2c[n+](Cc3ccccc3)c3ccccc32)cc1	7	-13	-9	-2	22	-8	4	1	3
36	Cc1nonc1OCC(C)(COc1nonc1C)NC(=O)c1ccccc1	-6	-1	-4	19	11	0	4	-11	-4
37	CCN(CC)CCCn1c(SCC(=O)Nc2cccc(F)c2)nnc1-c1ccoc1C	3	10	4	7	10	-16	2	-9	1
38	O=C(/C=C/C(=O)NCc1cccs1)NCc1cccs1	0	-21	-12	13	5	-11	1	-1	-8
39	CCN(CC)S(=O)(=O)c1ccc(C(=O)NCCc2ccccn2)cc1	6	-14	1	6	1	16	0	7	-4
40	CCOC(=O)[C@@H]1[C@H]2COc3ccc(Br)cc3[C@@H]2N2C(=O)N(c3ccc(Cl)cc3)C(=O)[C@@]12C	-14	28	11	4	25	-14	3	1	-2
41	Cc1ccc(C)c(N(CC(=O)NC2CCCC2)C(=O)c2cc3cc4cc(C)ccc4nc3s2)c1	10	3	12	-7	-24	1	4	2	-2
42	CC1CCCCC12NC(=S)N(c1ccccc1)N2 (stereo not given)	-10	4	60*	-5	20	-26	2	-1	-2
43	COc1ccc2sc(-c3ccccc3OC)c(-c3ccc(O)cc3)c2c1	12	20	4	26	-82	10	-5	2	4
44	COc1ccc(S(=O)(=O)NC2CC(=O)N(c3cccc(F)c3)C2)cc1OC (stereo not given)	-4	4	-6	4	-1	-4	2	1	-7
45	Cc1ccccc1N/C(=N/S(=O)(=O)c1cc(F)ccc1F)c1ccccc1	-3	19	14	7	5	-9	1	5	1
46	CCN(CC)CCNC(=O)Cn1cnc2sc(C)c(S(=O)(=O)N3CCOCC3)c2c1=O	1	-4	-6	-1	-6	6	2	-2	2
47	Cc1noc(C)c1C(=O)Nc1sccc1C(N)=O	-1	16	-1	2	-14	0	-5	-11	8
48	CCOC(=O)C1=C(COC(=O)c2ccc(OC(C)C)cc2)NC(=O)NC1C (stereo not given)	-4	16	-7	6	7	1	2	-6	-1
49	O=C(COC(=O)Cc1cccs1)Nc1cccc(S(=O)(=O)N2CCOCC2)c1	1	7	-11	14	-42	1	2	-8	0
50	Cc1sccc1/C=N/NC(=O)c1ccco1	2	-2	0	17	0	-2	1	0	-5
51	O=c1[nH]c2ccccc2nc1NCc1ccccc1	2	3	-4	23	-453	4	1	9	1
52	CCCNC(=O)Cn1c(-c2ccc(F)cc2)cc(C(=O)OCC)c1C	2	-15	-3	7	5	13	1	2	-11
53	O=C(Nc1cc(=O)[nH]c2nc(-c3ccccc3)nn12)c1ccccc1Cl	-4	6	-27	-18	19	-13	-54	-2	-1
54	CC(C)CN(C(=O)CSc1nncn1-c1ccccc1)c1c(N)n(CC(C)C)c(=O)[nH]c1=O	-1	-6	11	7	6	0	2	-6	-1
55	CCCC(=O)NNc1cc(=O)c2c(=O)n(C)c(=O)n(C)c2[nH]1	2	4	6	12	22	-22	0	0	-4
56	N#Cc1cccnc1N1CCN(C(=O)c2cccs2)CC1	·	·	14	·	-272	·	-1	·	-3
57	Cc1noc(C)c1C(=O)NC1=NCCS1	-5	-7	-9	19	7	6	1	-8	-3
58	O=C(COC(=O)c1ccc(CO)cc1)c1ccc(S(=O)(=O)N2CCCCC2)cc1	6	7	7	6	4	-11	-1	1	1
59	COCc1[nH]nc2c1C1(C(=O)Nc3ccc(F)cc31)C(C#N)=C(N)O2 (stereo not given)	-9	10	17	-1	22	-16	-1	-6	-3
60	O=C(CCN1C(=O)c2ccccc2C1=O)Nc1ccc(-c2nc3ccccc3o2)cc1	-10	-2	11	-11	-118	-9	-3	-1	-5

Continued:
#	structure	SENP7 block	Apaf-1 inh	PfG6PD inh	NLRP3 yeast inh	SENP8 block-1	SENP6 inh	SENP1 FRET inh	SENP8 block-2	HKDC1 inh
61	Nc1c(C(=O)Nc2ccc(Cl)cc2)oc2ccccc12	-9	14	25	-11	-435	28	0	29	0
62	CC(=O)Nc1ccc2[nH]c3ccccc3c2c1	-1	-12	-7	10	-23	-9	0	-3	-7
63	Cc1nonc1OCC(C)(COc1nonc1C)NC(=O)c1ccc(Cl)cc1	-1	1	6	7	4	3	0	-10	-7
64	O=C(COC(=O)c1cncc(Br)c1)NC1CCCCCC1	8	1	5	14	-5	24	-21	6	-4
65	CCN(CC)C(=O)CSc1nnc([C@@H](N)C(C)C)o1	-3	3	0	-4	23	-11	1	-9	-5
66	CSc1ccccc1OCc1cc(C(=O)NCc2ccc(C)s2)no1	7	22	8	22	4	3	1	8	0
67	CCn1c(=O)c2c(nc(SCC(=O)NC3CCCC3)n2C)n(C)c1=O	4	0	0	10	3	2	4	-2	1
68	Cc1ccccc1NS(=O)(=O)c1ccc(OCC(=O)NCc2ccco2)cc1	-5	9	0	5	10	-11	0	-1	-8
69	Cc1ccc(Cl)c(OCC(=O)Nc2cccnc2)c1	8	9	1	27	11	-2	0	3	-4
70	O=C(CCCN1C(=O)/C(=C/c2cccs2)SC1=S)Nc1ccc(O)cc1	-10	5	-1	9	28	-34	-4	-8	5
71	COCCNC(=O)c1ccc(N2CC3CC(C2)c2cccc(=O)n2C3)c(NC(=O)c2ccc(F)cc2)c1 (stereo not given)	8	-9	4	5	19	14	1	-1	-7
72	CC1CCCCN1C(=O)Cn1nnc(-c2cccnc2)n1 (stereo not given)	-6	-3	-15	12	-8	-24	30*	-10	-4
73	COCC(C)(C)COS(N)(=O)=O	14	7	-10	16	15	-5	0	-12	-7

Outcome played no part in choosing rows; about 4.1% have a hit in one of these screens.
